# TAAR1 agonist: human TAAR1 agonism | AID 624467 | CHO RD-HGA16 TAAR1, Fluo-8 calcium fluorescence; vehicle wells 0%, saturating PEA agonist 100% | 360,000 compounds, 0.99% hits | activation, % at 3 µM;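 active means activation above the mean activation of all test compounds in the run plus 3 SD, cut at about 38% in these data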
#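 Test system: RD-HGA16 (CHO) cells co-expressing Gα16 and hTAAR1 / Benchmarks: DMSO vehicle as 0%, PEA at EC100 as 100% / Repeats: no replicates (n 1) / Measure: % activation from peak over basal fluorescence ratio, DMSO-to-PEA scaled / Timing: 17-24 h plating, Fluo-8 75 min 37 °C, 30 min RT / Technique: kinetic Fluo-8 calcium fluorescence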
# M1 ag: agonists of human M1 muscarinic receptor | activation, % at 3 µM | CHO-K1 hM1, Fluo-8 calcium fluorescence, agonist mode; 0% DMSO, 100% acetylcholine EC100 | 360,000 compounds, 0.33% hits | P11229;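 active means activation above the run's mean compound activation plus 3 SD, cut at about 16% in these data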;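 further: peak over basal fluorescence ratio within a 140 s kinetic read after compound addition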
# M1 antag: human CHRM1 antagonism; 360,000 compounds, 1.3% hits; inhibition, % at 3 µM; AID 588852; CHO-K1 hM1, Fluo-8 calcium fluorescence, ACh EC80 antagonist;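 active means percent inhibition above its own plate's cutoff, namely the mean of that plate's compound wells plus 3 SD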;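 further: peak over basal fluorescence ratio during 140 s after agonist addition; 0% = ACh EC80 plus DMSO and 100% = DMSO alone without agonist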
# OXTR potentiate: potentiates the human oxytocin receptor response; P30559; activation, % at 3 µM; 320,000 compounds, 0.061% hits; CHO-OTR cells, Fluo-8 calcium fluorescence, potentiator mode; 0% = oxytocin EC15, 100% = EC100;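 active means activation above that plate's cutoff, the mean activation of tested compounds plus 3 SD, cut at about 6.6% in these data, passing the limit was not always enough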;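 further: 100% uses oxytocin at 75 nM as the full agonist control; some results filed as inactive read as strong as hits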
# Target sequence (P30559 whole entry, looked up): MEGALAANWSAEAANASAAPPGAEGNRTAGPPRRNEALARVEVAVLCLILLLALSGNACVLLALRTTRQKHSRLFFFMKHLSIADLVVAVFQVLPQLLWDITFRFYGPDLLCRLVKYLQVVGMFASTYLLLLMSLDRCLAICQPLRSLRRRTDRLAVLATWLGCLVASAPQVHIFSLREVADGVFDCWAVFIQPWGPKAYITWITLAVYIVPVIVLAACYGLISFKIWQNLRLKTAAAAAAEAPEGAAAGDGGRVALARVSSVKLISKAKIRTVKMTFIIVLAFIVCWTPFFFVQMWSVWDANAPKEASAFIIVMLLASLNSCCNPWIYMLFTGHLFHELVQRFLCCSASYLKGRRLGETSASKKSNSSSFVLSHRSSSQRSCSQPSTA
#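 Material: CHO-OTR cells, human receptor; compound dosing: single dose, 3.0 µM nominal final compound concentration; schedule: 6 min compound pre-incubation at room temperature, 100 s kinetic read; measured by: kinetic Fluo-8 calcium fluorescence; read-out basis: % activation vs EC15 and EC100 oxytocin; controls: EC15 oxytocin alone as 0%, 75 nM oxytocin as 100%; replicates: singlicate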
# V1R ag counter: counter-screen for oxytocin receptor agonists: human V1a receptor agonists. activation, % at 3 µM. AID 2797. 320,000 compounds, 0.25% hits. CHO-V1R cells, Fluo-8 calcium fluorescence, agonist mode; 0% DMSO, 100% 3 nM vasopressin;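 active means activation above the mean activation of all tested compounds plus 3 SD, per screening run, cut at about 20% in these data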;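 further: signal is peak over basal fluorescence ratio across a 100 second FLIPR read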
# Target sequence (P37288 whole entry, looked up): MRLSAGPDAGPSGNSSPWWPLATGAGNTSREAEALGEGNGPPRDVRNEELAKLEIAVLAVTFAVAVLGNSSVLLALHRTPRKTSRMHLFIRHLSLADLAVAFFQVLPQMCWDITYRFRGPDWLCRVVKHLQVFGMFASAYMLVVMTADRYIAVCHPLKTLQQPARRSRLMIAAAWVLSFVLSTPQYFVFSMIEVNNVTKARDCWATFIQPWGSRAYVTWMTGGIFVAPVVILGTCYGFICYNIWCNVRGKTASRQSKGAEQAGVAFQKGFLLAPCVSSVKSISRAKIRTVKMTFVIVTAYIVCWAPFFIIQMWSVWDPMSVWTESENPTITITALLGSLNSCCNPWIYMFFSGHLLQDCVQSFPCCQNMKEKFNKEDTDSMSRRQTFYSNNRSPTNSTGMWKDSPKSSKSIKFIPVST
# CHO parental Ca: counter-screen: ATP calcium response change in parental CHO cells. 330,000 compounds, 0.63% hits. parental CHO-K1, ATP-induced calcium, Fluo-8 fluorescence. inhibition, % at 5.6 µM;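 active means inhibition above that plate's mean sample inhibition plus 3 SD, cut at about 26% in these data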;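 further: 0% = ATP-challenged DMSO wells and 100% = DMSO wells without ATP; some compounds past the cut are filed as inactive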
#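 Material: parental CHO cells / Compound: single nominal dose of 5.6 µM per compound / Signal: Fluo-8 fluorescence / Replicates: singlicate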
# OXTR agonist: agonists of human oxytocin receptor. activation, % at 3 µM. CHO-OTR cells, Fluo-8 calcium fluorescence; normalized: DMSO 0%, oxytocin 100%. P30559. 320,000 compounds, 0.32% hits;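 active means activation above the mean of all tested compounds plus 3 SD, cutoff set per screening run, cut at about 20% in these data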;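 further: peak over basal fluorescence ratio from a 100 s FLIPR kinetic read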
# TAAR1 antag: antagonists of human TAAR1 | Q96RJ0 | inhibition, % at 3 µM | 360,000 compounds, 1.5% hits | AID 624466 | CHO RD-HGA16 TAAR1, Fluo-8 calcium fluorescence, antagonist;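 active means inhibition above a per-plate cutoff, the mean inhibition of test compounds on that plate plus 3 SD, cut at about 49% in these data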;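 further: 0% = DMSO plus EC80 beta-PEA response and 100% = DMSO alone without agonist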
#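 Test system: CHO RD-HGA16 cells bearing hTAAR1 | Reagent: β-PEA, EC80 | Compound dosing: 3 µM, single point | Schedule: Dye loading 75 min at 37 °C, then 30 min room temperature | Signal: Calcium fluorescence with Fluo-8 | Evaluation: Percent inhibition of PEA-evoked calcium signal, max/basal emission ratio | Control set: DMSO-only wells and EC80 β-PEA-stimulated wells | Repeats: Singlicate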
# M1 PAM: potentiates human M1 receptor response to acetylcholine. P11229. CHO-K1 hM1, Fluo-8 calcium fluorescence, ACh EC20; 0% = ACh EC20, 100% = maximal ACh. activation, % at 3 µM. 360,000 compounds, 0.088% hits; in the data active means activation above about 19%, passing the limit was not always enough
# An asterisk follows results filed as active; . = not tested or not shown.
item	mol	TAAR1 agonist	M1 ag	M1 antag	OXTR potentiate	V1R ag counter	CHO parental Ca	OXTR agonist	TAAR1 antag	M1 PAM
1	Cc1ccccc1OCC(=O)Nc1ccccc1N1CCOCC1	17.6	-3.8	-1.7	-20.0	6.1	-27.9	-2.2	25.2	3.2
2	CC(=O)NS(=O)(=O)c1ccc(NC(=O)c2oc3c(Cl)cccc3c2C)cc1	.	.	.	-0.9	0.3	-0.1	4.3	.	.
3	Cc1ccc(NC(=O)CC2SC(=Nc3ccc(O)cc3)NC2=O)cc1 (stereo not given)	12.4	-2.7	-9.2	-0.6	-0.7	-6.9	-0.3	-13.5	10.4
4	CN1CCN(CC#CCn2c3ccccc3c3ccccc32)CC1	7.1	-4.7	36.0*	-10.3	6.9	-3.6	13.1	-2.0	-20.7
5	COC(=O)C(NC(=O)CCc1nnc2ccc(N3CCC(C)CC3)nn12)C(C)C (stereo not given)	-0.9	-10.3	-21.4	0.7	0.1	-14.6	-1.1	-11.2	12.9
6	COc1ccc(N(CC(=O)N/N=C/c2ccc3c(c2)OCO3)S(=O)(=O)c2ccc(NC(C)=O)cc2)cc1	3.4	-8.8	5.7	-14.4	-0.3	-6.2	0.3	27.2	2.8
7	COc1ccccc1N/C(N)=N/c1nc(C)cc(C)n1	2.1	-5.5	-9.6	6.9	1.7	-11.2	1.5	-6.3	0.7
8	COc1ccc(OCC(=O)Nc2ccccc2N2CCN(C)CC2)cc1	-0.5	-8.8	-3.8	-7.8	0.1	-6.2	0.7	-5.1	4.0
9	CC(=O)Nc1ccc(NC(=O)C(C)OC(=O)CC23CC4CC(CC(Br)(C4)C2)C3)cc1 (stereo not given)	7.0	-0.3	-16.4	-4.3	2.4	-14.2	1.3	3.0	12.5
10	COc1cc(OC)c(C(=O)OCC(=O)c2cc(C)n(CC3CCCO3)c2C)cc1OC (stereo not given)	0.6	-3.0	0.0	0.2	0.0	-13.6	0.9	-0.5	7.2
11	NC(=O)c1sc2nc3c(cc2c1N)CCC3	0.0	-3.4	-8.9	-3.5	-0.8	-6.0	-0.7	-13.2	4.8
12	CN(c1ccccc1)c1nc(N)c([N+](=O)[O-])c(N2CCCC2)n1	-0.3	-7.7	13.2	-12.7	-0.4	-3.5	-2.0	-2.9	-5.3
13	CCN(CC)CCNC(=O)c1cc(Sc2nnc(C)s2)nc2ccccc12	1.1	-7.4	-4.2	-2.1	-0.3	-6.0	-1.0	-10.2	10.6
14	COc1ccc(NC(=O)CN(C)C(=O)CCc2c[nH]c3ccccc23)cc1	4.3	-4.0	-0.1	-5.8	4.1	-2.1	3.0	-16.1	3.4
15	Cc1ccc(S(=O)(=O)/N=C(/NNC(=O)c2cccc(Cl)c2)c2ccccc2)cc1	10.8	3.4	12.5	-7.3	-0.7	4.5	-2.0	-17.4	0.1
16	Cc1ccc(-c2n[nH]c(=S)n2C)cc1	9.2	0.3	-13.3	.	.	.	.	-8.4	8.5
17	CCc1cccc(OCCOCCN2CCCC2)c1	-0.4	-5.9	11.9	-0.8	1.6	-4.4	0.9	9.0	-8.0
18	Cc1c(-c2ccc(Cl)cc2)[n+](=O)c(-c2ccccc2)cn1[O-]	0.1	-2.5	-15.0	-9.1	0.8	-8.0	-0.6	0.8	11.0
19	CC(C)Cn1cnc2c(SCc3ccccn3)nc(N)nc21	1.7	-1.4	-1.5	.	.	.	.	-10.4	6.4
20	O=C(CN1C(=O)NC2(CCCC2)C1=O)Nc1nc2ccc(F)cc2s1	4.2	-2.0	-6.1	-0.5	0.2	-16.5	1.4	-19.9	2.7
21	N#Cc1c2ncn(CC(=O)c3ccc(Br)cc3)c(=O)c2c2n1CCC2	3.4	2.8	-29.8	-3.8	0.5	-6.7	0.0	-14.2	7.5
22	CN(C)C(=O)CSc1nc2ccccc2n1CC(=O)N1CCN(c2ccccc2)CC1	0.0	-2.1	-0.8	-10.2	0.4	-19.5	-0.5	1.6	0.2
23	Cc1ccc(NCc2ccncc2)c(Br)c1	2.9	-5.3	-7.0	4.9	-0.9	0.8	0.1	-13.3	3.6
24	COC(=O)c1ccc2c(=O)n(CCN3CCOCC3)c(SCC(=O)c3ccccc3)nc2c1	-0.9	2.1	-17.2	-1.1	0.1	-3.0	0.1	-7.4	20.7
25	CCC(C)(C)n1nnnc1CN1CCc2ccccc21	4.8	-4.3	-11.1	-11.9	-1.3	-21.6	-1.8	4.8	1.6
26	Cc1ccc(/C=N/NC(=O)CN2CCN(Cc3ccccc3)CC2)o1	0.6	-7.1	-10.4	-5.0	0.3	1.4	0.4	-11.6	5.6
27	CCCc1cc(=O)[nH]c(/N=C(/NC(=O)C(C)N2C(=O)c3ccccc3C2=O)Nc2ccccc2)n1 (stereo not given)	3.3	-0.1	10.0	1.6	0.1	-8.9	0.1	13.0	-1.3
28	Cc1ccc2[nH]c(-c3ccccc3)c(CN(C)C)c(=O)c2c1	1.6	-11.9	0.6	-7.6	0.6	-17.7	-0.2	-13.1	-1.1
29	O=Cc1c(C(=O)O)n(CC(=O)O)c2ccccc12	2.3	-4.4	-10.0	-6.0	0.3	-4.7	1.3	-12.8	2.1
30	CC(=O)Nc1ccc(OCC(O)Cn2cncn2)cc1 (stereo not given)	0.9	-0.3	-21.2	-1.9	0.0	3.0	0.3	-2.7	21.1
31	O=C(c1cccc(Cl)c1)N1CCN(Cc2ccc3c(c2)OCO3)CC1	0.5	-5.6	-2.8	-17.0	0.5	-0.8	-0.8	-34.4	-2.0
32	CCN(CC)CCn1c(C)nc2ccccc21	4.7	-6.4	4.3	-6.9	-0.5	-6.0	-0.4	-17.2	-0.7
33	N#C/C(=C\C=C\c1ccccc1)C(=O)NCc1cccnc1	3.8	-5.0	-2.9	-1.9	0.1	-10.0	-0.6	-37.0	1.2
34	N#Cc1c(-c2ccccc2)nc(-c2ccccc2)nc1N1CCOCC1	40.7*	-1.6	-0.5	-10.0	1.0	-11.9	0.4	17.1	1.8
35	COc1ccc(/C=C(\NC(=O)c2ccccc2)C(=O)N2CCN(C)CC2)cc1OC	2.3	0.6	-7.4	-4.2	0.1	-1.3	0.4	-4.3	6.5
36	Cc1cccc(-c2sc(Nc3ccccc3)n[n+]2-c2ccc(F)cc2)c1	4.4	-8.1	-5.5	-0.2	0.0	-13.5	1.1	14.7	7.8
37	COc1ccccc1C1=NOC(Cn2c(=O)c3c(ncn3C)n(C)c2=O)C1 (stereo not given)	1.7	-2.9	-4.7	-22.4	0.0	-23.7	0.4	7.1	1.1
38	Cc1ccc(C2(C)NC(=O)N(CC(=O)Nc3ccccc3N3CCCCC3)C2=O)cc1 (stereo not given)	20.1	7.2	-6.8	-4.8	3.9	-25.6	3.2	23.2	6.1
39	COc1cccc2sc(N3CCN(c4nc5ccccc5s4)CC3)nc12	14.6	-0.3	-8.2	-9.1	-0.2	-13.2	-0.1	-8.4	8.4
40	CN(CCc1ccccc1)C(=O)c1cccc(NC(=O)Cc2cccc(NC(=O)C3CCN(C(=O)c4ccccc4)CC3)c2)c1	1.6	-8.4	-14.7	.	.	.	.	-3.8	6.2
41	O=C1CCCN1CCCNc1nc(NCc2ccccc2)nc2ccsc12	128.8*	91.9*	101.0*	.	.	.	.	105.4*	-33.0
42	CCn1nnnc1SCC(=O)Nc1sc(C)c(C)c1C#N	9.0	-4.3	0.5	-3.0	0.6	-5.0	0.2	7.8	4.6
43	Cc1cccc(Nc2nc(OCC#N)nc(N(C)C)n2)c1	-0.7	-3.5	-2.9	1.8	2.0	-14.4	-2.7	-2.8	-1.4
44	COc1ccccc1N1CCN(CCCCOc2c(OC)cccc2OC)CC1	2.0	-8.3	6.8	-0.7	0.4	-17.2	-0.4	-6.8	-2.6
45	O=C(CN(c1ccc(F)cc1)S(=O)(=O)c1ccc2c(c1)OCCO2)Nc1ccccc1	15.4	-2.5	-10.9	-4.2	0.0	-14.4	-2.1	27.1	7.5

# Full records from above. Values in the order: TAAR1 agonist	M1 ag	M1 antag	OXTR potentiate	V1R ag counter	CHO parental Ca	OXTR agonist	TAAR1 antag	M1 PAM
# Listed for O=C(CN(c1ccc(F)cc1)S(=O)(=O)c1ccc2c(c1)OCCO2)Nc1ccccc1 → 15.4	-2.5	-10.9	-4.2	0.0	-14.4	-2.1	27.1	7.5
# Listed for Cc1cccc(-c2sc(Nc3ccccc3)n[n+]2-c2ccc(F)cc2)c1 → 4.4	-8.1	-5.5	-0.2	0.0	-13.5	1.1	14.7	7.8

# Continuation.
item	mol	TAAR1 agonist	M1 ag	M1 antag	OXTR potentiate	V1R ag counter	CHO parental Ca	OXTR agonist	TAAR1 antag	M1 PAM
46	CCOc1ccc2nc(S(=O)(=O)NC(=O)C3(C)CCN3C(=O)c3cccc(F)c3)sc2c1 (stereo not given)	0.5	-1.0	-9.2	.	.	.	.	12.6	3.7
47	CC(C)(C)c1ccc(C(=O)NC(=O)CSc2n[nH]c(N)n2)cc1	23.5	3.8	-12.7	-3.5	0.3	-9.7	0.5	-1.7	18.6
48	C[C@]12c3[nH]c4ccccc4c3CCN1C(=O)C(CC(=O)NCCCn1ccnc1)C[C@@H]2C(=O)N1CCCCC1 (stereo not given in full)	0.3	-5.3	-10.3	-1.5	0.3	-13.2	0.4	-1.7	22.2
49	COc1ccc(NC(=O)COC(=O)C2C3CC4OC(=O)C2C4C3)cc1 (stereo not given)	-1.8	-1.2	-18.3	-7.7	-0.4	-14.7	0.1	-0.1	15.1
50	Cc1oc(-c2ccc(Cl)cc2)nc1CN1CCCC(C(=O)NCCCN2CCOCC2)C1 (stereo not given)	3.5	-5.6	-7.4	-1.7	-1.0	-13.3	-1.9	-22.7	8.7
51	Cc1nnc2sc(-c3ccncc3)nn12	-1.4	2.2	-6.5	-12.8	0.5	-6.0	0.4	3.3	10.5
52	CC(NC(=O)COC(=O)CCc1nc(=O)c2ccccc2n1C)c1ccccc1 (stereo not given)	2.9	-10.0	-11.1	1.8	1.2	-21.1	0.3	3.8	10.6
53	CCCN(C(=O)CSc1nnnn1C)c1c(N)n(Cc2ccccc2)c(=O)[nH]c1=O	2.6	-1.8	-6.7	-9.7	0.2	-3.8	-0.7	-0.6	7.1
54	O=C(COC(=O)c1cc(S(=O)(=O)N2CCCC2)ccc1O)Nc1ccccc1Br	0.6	-3.9	-10.0	-3.2	0.9	-14.7	0.1	5.2	4.5
55	CCOC(=O)CC1CCCCN1C(=O)c1ccc2nc(CCOC)oc2c1 (stereo not given)	0.2	-0.5	-13.1	-21.2	-0.4	7.7	-1.4	-15.5	-1.8

# Screens: PubChem, The Scripps Research Institute Molecular Screening Center
